P. falciparum M17LAP: P. falciparum M17LAP inhibitors, primary screen, biochemical, fluorogenic H-Leu-NHMec substrate, 1536-well (AID 1619) | 220,000 tested, 0.38% active | recombinant M17LAP, H-Leu-NHMec fluorogenic kinetic assay; higher % means a stronger effect | inhibition, % at 30 µM; hits with a dose series show IC50 in µM;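 active means compound inhibiting the enzyme by more than half at any dose during confirmatory dose-response retesting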;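 further: plate controls were full reaction with DMSO carrier for no effect and no enzyme background for full effect; strong numbers were not always called active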
MT stabilizer: microtubule stabilizers in HeLa cells. HeLa tubulin immunostaining HCS, 24 h; share of cells brighter than vehicle mean+2SD. % tubulin-high responders, % at 10 µM. 200,000 tested, 0.83% active;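 active means plate Z-score above 3 for both tubulin-high and condensed-nucleus cell shares, with cell loss under 80%, at 10 µM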;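 further: anti alpha tubulin signal scored within the nucleus-defined area of each cell; some results filed as inactive read as strong as hits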
P. falciparum M1AAP: malaria alanyl aminopeptidase activity blockers – biochemical, fluorogenic H-Leu-NHMec substrate, 1536-well (AID 1445); recombinant M1AAP, H-Leu-NHMec fluorogenic kinetic assay; higher % means a stronger effect; one-dose inhibition, % at 30 µM; IC50 in µM for titrated hits; 220,000 tested, 0.42% active;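 active means primary inhibition above the hit cutoff, then over 50% inhibition at one or more dose response concentrations, cut at about 23% in these data, passing the limit was not always enough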;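 further: plate controls were DMSO full reaction for no effect and no enzyme background for full effect; strong numbers were not always called active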
CSM14.1 death rescue: protection against thapsigargin-triggered cell killing – 384-well, CSM14.1, ATP luminescence, primary screen (AID 1222); CSM14.1 thapsigargin-induced death rescue, ATP luminescence; higher % means a stronger effect; one-dose cellular ATP content (survival), % at 20 µM; EC50 in µM for titrated hits; 190,000 tested, under 10 active;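 active means EC50 below 50 µM in the dose-response confirmation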;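 further: death triggered by thapsigargin at about 15 µM added after 2 h compound pretreatment; cell ATP read after overnight thapsigargin exposure of roughly 18 to 22 hours; normalized against plate controls of thapsigargin alone and 5% DMSO vehicle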
Dynein cargo inh: blocks dynein driven cargo transport along microtubules | z-score, hits read low | 3617.4 mouse cells, GR-EGFP nuclear translocation imaging; test concentration mostly 20 µM; stimulated with dexamethasone, 1 µM; hits give low values | 220,000 tested, 0.47% active;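 active means plate z-score of nuclear minus cytoplasmic receptor signal below a set negative limit, without overly bright fluorescence or cell loss, cut at about -3.5 in these data, passing the limit was not always enough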;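 further: z-score of nuclear minus cytoplasmic ring GR-EGFP intensity difference per well; some compounds called inactive have numbers as strong as hits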
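medium = tetracycline-free induction medium containing charcoal-stripped FBS | also added = 1.0 µM final dexamethasone stimulus | schedule = 48 h induction, 1 h compound, 30 min dex at 37 °C | technique = fixed, Hoechst-stained cells imaged at 10x for EGFP | measure = GR-EGFP nuclear translocation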
Autophagy HCS: autophagy modulation, high-content screen | 190,000 tested, 0.98% active | MEF GFP-LC3 puncta imaging; test concentration mostly 10 µM | calls only at 10 µM (by protocol) | AID 463193;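 active means percentage of spot-positive cells more than 3 SD above its plate mean, without a fluorescence outlier flag or 80% toxicity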;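 further: spot-positive cell cutoff set from DMSO-treated cells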
b-catenin transl: alters nuclear translocation of beta-catenin in HeLa cells. immunofluorescence imaging. nuclear translocation activity, % at 5 µM. 190,000 tested, 0.3% active. AID 1665;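 active means nuclear translocation activity above 50% at 5 µM, with a well cell count of 50 or more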;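 further: per-cell ratio of nuclear to cytoplasmic median beta-catenin stain intensity; plate controls were DMSO negative control for no effect and GSK-3 inhibitor IX positive control for full effect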
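Test system: HeLa cells, endogenous beta-catenin; Compound: single 5 µM dose plus 0.02–20 µM confirmation series; Times: compound exposure 24 h at 37°C; Signal: fluorescence imaging of beta-catenin antibody stain plus DAPI; Read-out: % activation, nuclear-to-cytoplasmic median beta-catenin signal ratio per cell.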
Insulin prom up: MIN6 insulin promoter up-regulation; 190,000 tested, 0.3% active; MIN6 insulin promoter-GFP reporter, high-content imaging; hits give high values; z-score at 5 µM; AID 1625;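 active means z-score above 3 at 5 µM with at least 500 cells counted in the well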
K1F lysis inhibition: protection from phage-mediated lysis, alamar blue read-out – E. coli UTI89, K1F phage, bacterial capsule biogenesis inhibitors (AID 488966). E. coli UTI89 K1F phage lysis, alamar blue, 2 h; higher % means a stronger effect. 340,000 tested, 0.02% active. inhibition, % at 100 µM; hits with a dose series show IC50 in µM;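 active means phage lysis inhibition, versus mean bacterial control, above a set limit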;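 further: capsule biogenesis inhibitors block K1F phage lysis so surviving cells raise fluorescence; higher fluorescence means more inhibition of phage lysis; actives were called in the ten point dose series up to 300 µM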
Dynein cargo inh cytoplasmic EGFP: further read-out of Dynein cargo inh, marked with its call; z-score; measured here: cytoplasmic GR-EGFP intensity; hits give high values
Dynein cargo inh nuclear GR-EGFP: further read-out of Dynein cargo inh, marked with its call; z-score; measured here: nuclear GR-EGFP intensity;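 lower value marks the stronger effect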
Dynein cargo inh cell count: further read-out of Dynein cargo inh, marked with its call; z-score; measured here: cell count per field
Insulin prom up cell count: recorded beside Insulin prom up, whose call it bears; cell count; measured here: cytotoxicity, nuclei count;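 total cells summed across four imaged fields per well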
b-catenin transl cell count 5 µM: further read-out of b-catenin transl, marked with its call; cell count; measured here: cell count, cytotoxicity flag
MT stabilizer Hoechst-high %: recorded beside MT stabilizer, whose call it bears; % Hoechst-high responders; measured here: nuclear condensation Hoechst responders;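 share of cells brighter than vehicle mean plus two SD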
MT stabilizer cytotoxicity %: further read-out of MT stabilizer, marked with its call; toxicity, %; measured here: cytotoxicity by cell density;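 0% = mean cell density of plate MIN control wells and 100% = no cells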
Autophagy HCS cell loss 18 h: further read-out of Autophagy HCS, marked with its call; toxicity, %; measured here: cell loss, nuclei count;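 cell loss after 18 h compound exposure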
Active calls of the source: *; i = inactive; · = no result given.

SMILES | P. falciparum M17LAP | MT stabilizer | MT stabilizer Hoechst-high % | MT stabilizer cytotoxicity % | P. falciparum M1AAP | CSM14.1 death rescue | Dynein cargo inh | Dynein cargo inh cytoplasmic EGFP | Dynein cargo inh nuclear GR-EGFP | Dynein cargo inh cell count | Autophagy HCS | Autophagy HCS cell loss 18 h | b-catenin transl | b-catenin transl cell count 5 µM | Insulin prom up | Insulin prom up cell count | K1F lysis inhibition
CCc1cc2ccc(OC)cc2nc1SCC(=O)N1CCN(C(=O)c2ccco2)CC1 | 7% | · | · | · | -1% | · | 0.0065 | -0.29 | 0.42 | 0.17 | · | · | -0.7 | 1310 | -0.62 | 999 | -0.5%
CCCN1CCC(=O)N([C@H](CSc2ccc(OC)cc2)c2ccccc2)CC1 | -1% | · | · | · | 2% | · | -0.63 | -0.77 | -0.24 | 0.54 | · | · | -0.1 | 1227 | · | · | 0.2%
COCCN(C(=O)Cc1cccs1)c1nnc(-c2ccncc2)s1 | 15% | 1.3 | 1.5 | 6.2 | 2% | 2.7% | -0.12 | -0.18 | -0.078 | -0.16 | i | 0 | -1.2 | 1189 | 0.12 | 1141 | 0.2%
CCN(CC(=O)Nc1ccc(N2CCOCC2)cc1)C(=O)c1ccc(C#N)cc1 | 6% | 3.0 | 1.5 | 7.6 | 8% | -1.3% | -1.3 | -0.37 | -1.1 | 1.1 | i | -12 | -1.2 | 1072 | 0.69 | 1284 | 0.4%
Cc1c(NC(=O)C(C)OC(=O)CCc2ccccc2)c(=O)n(-c2ccccc2)n1C (stereo unspecified) | 7% | 3.4 | 2.3 | 8.2 | 4% | 2.5% | -0.46 | -0.19 | -0.21 | -0.18 | i | 0 | -0.8 | 1094 | 0.02 | 1293 | 0.0%
Cc1ccc(NC(=O)C2(N3CCC3=O)CCCCC2)cc1 | 5% | 2.1 | 2.0 | 4.8 | -1% | -1.2% | -0.39 | -0.26 | -0.26 | 0.82 | i | 3 | -1.6 | 987 | 0.14 | 1639 | -0.2%
COc1ccc(C(=O)Cn2c3ccccc3n3nc(CCC(=O)O)c(=O)nc23)cc1OC | -9% | 1.9 | 1.4 | 2.7 | 2% | -1.0% | 0.26 | -0.45 | 0.51 | -0.67 | i | 3 | · | · | 0.33 | 926 | 2.8%
Cc1cc(=O)n(C)c(=O)n1CCCCCN1CCCC1 | -1% | 1.2 | 1.5 | 5.4 | -2% | · | -0.95 | -0.27 | -0.29 | 0.69 | i | 4 | · | · | 0.13 | 1295 | 9.2%
O=C1CCCc2nn(-c3ccccc3)c(-c3ccncc3)c21 | 6% | 2.1 | 2.9 | 7.3 | 0% | 0.1% | -0.61 | -0.027 | -0.14 | 0.73 | i | 1 | -0.4 | 1428 | 0.12 | 1154 | 1.6%
CCOC(=O)C1CCN(Cc2ccc(Cl)c(Cl)c2)CC1 | -3% | 2.1 | 1.8 | 7.0 | -5% | -0.7% | -0.74 | 0.58 | -0.13 | 1.1 | i | -1 | · | · | · | · | 2.4%
CCOC(=O)c1c(-c2cccs2)csc1NC(=O)CN(CC)CC | 2% | 3.3 | 1.1 | 1.1 | 6% | -0.5% | 1.5 | -0.16 | 0.11 | -1.3 | i | 8 | -0.1 | 1308 | 1.6 | 1610 | -0.1%
Cc1cccc2nc(-c3cccnc3)c(Nc3ccccc3)n12 | 5% | 1.4 | 1.3 | 5.1 | 7% | -0.8% | -0.28 | -0.32 | -0.16 | 0.52 | i | 22 | -0.3 | 1049 | · | · | 0.3%
CC(=O)c1ccc(NC(=O)C(C)Sc2ccccn2)cc1 (stereo unspecified) | 6% | 4.8 | 1.5 | 12 | 5% | -1.9% | -0.81 | -0.32 | -0.082 | 1.1 | i | 5 | -1.1 | 1485 | 1.1 | 1353 | 0.4%
O=C(CN1CCN(c2cccc(Cl)c2)CC1)Nc1ccc([N+](=O)[O-])cc1C(=O)Nc1ccccc1F | 10% | 2.1 | 2.1 | 8.4 | 0% | -2.0% | 0.91 | -0.24 | 0.62 | -0.59 | i | 24 | 1.0 | 1127 | -0.67 | 1142 | 0.0%
COc1ccc(/C=C/C(=O)OCC(=O)N2CC(=O)Nc3ccccc32)cc1 | 10% | 2.8 | 4.0 | 6.7 | 2% | -2.3% | -0.61 | -0.24 | -0.016 | 0.67 | i | -6 | -2.5 | 1140 | 0.09 | 1423 | 0.3%
CCN1CCN(Cc2c(O)ccc3c(=O)c(-c4ccccc4OC)coc23)CC1 | -299% | 4.4 | 1.3 | 4.1 | 3% | 1.5% | -0.84 | -0.24 | -0.13 | 0.73 | i | 21 | 0.1 | 1004 | -0.87 | 1244 | -0.1%
COc1ccc([N+](=O)[O-])cc1NC(=O)CN(C)S(=O)(=O)c1ccccc1 | -4% | 2.0 | 2.8 | 4.8 | 2% | -1.7% | -0.15 | -0.33 | -0.19 | 0.26 | i | -2 | -0.5 | 1035 | -0.05 | 1656 | 0.8%
O=Cc1ccccc1-n1cncn1 | 5% | 3.4 | 3.5 | 8.5 | 12% | -0.3% | -0.6 | -0.13 | 0.26 | 0.58 | i | 11 | -7.3 | 1119 | -0.16 | 1612 | -0.2%
CCOC(=O)c1ccc(-n2ncc(C(=O)OCC)c2N)cc1 | 2% | 3.2 | 3.1 | 2.9 | -6% | -3.4% | -1.6 | -0.26 | -0.97 | 0.19 | i | -2 | · | · | · | · | -0.1%
O=S1(=O)[C@H]2C[C@@H]3C=C[C@]2(CN1Cc1ccc(C(F)(F)F)cc1)O3 | -13% | · | · | · | -3% | · | -2.2 | -0.76 | -1.1 | 0.99 | · | · | -1.0 | 1143 | -0.14 | 1095 | 1.6%
Cc1cc(/C=N/NC(N)=S)c(C)n1-c1ccc(Cl)c(Cl)c1 | 2% | 2.2 | 2.7 | 3.6 | 4% | 0.0% | 1.4 | -0.16 | 1.2 | -0.68 | i | 6 | · | · | -0.1 | 1425 | -0.3%
CC(=O)NCc1ccc2[nH]c(C)cc2c1 | 7% | 3.8 | 3.3 | 4.0 | 9% | 0.1% | 0.12 | -0.31 | 0.27 | 0.93 | i | 2 | -0.7 | 1117 | 2.4 | 2042 | -0.1%
Clc1ccc(-c2cnc(Oc3ccccc3)nc2)cc1 | -6% | 3.0 | 1.5 | 4.9 | 1% | -2.4% | -0.68 | -0.21 | -0.89 | 0.69 | i | -4 | · | · | · | · | 0.1%
CC(=O)NC(CCS(C)(=O)=O)C(=O)Nc1ccc2c(c1)OCO2 (stereo unspecified) | 10% | 2.5 | 3.3 | 3.0 | -3% | -2.9% | -1 | -0.18 | -0.44 | -0.001 | i | 0 | -0.5 | 1115 | 0.65 | 1876 | 2.7%
Nc1nnnn1/N=C/c1ccccc1OCc1ccccc1 | 15% | 2.1 | 1.8 | 20 | 1% | · | -0.077 | -0.25 | 0.085 | 1.3 | i | -1 | · | · | 0.46 | 1318 | 0.5%
Cc1cccc(SC2CCN(Cc3nc(CC4CC4)no3)CC2)c1 | -5% | 2.7 | 2.1 | 0.5 | -1% | 1.4% | -0.06 | -0.23 | 0.25 | -0.27 | i | 15 | 0.4 | 1023 | -0.13 | 1387 | 0.1%
CN1CCN(CC(=O)Nc2cccc([N+](=O)[O-])c2)CC1 | -1% | 1.6 | 0.8 | 1.6 | 8% | 0.9% | -0.79 | -0.24 | -0.29 | 0.62 | i | 11 | 0.1 | 1002 | 0.01 | 1307 | -0.4%
O=C(N1CCOCC1)N1CCN(S(=O)(=O)N2CCCCC2)CC1 | 10% | 3.6 | 2.3 | 7.9 | 4% | · | -0.3 | -0.26 | -0.38 | -0.54 | i | -2 | -1.8 | 1079 | -0.78 | 1296 | 0.1%
CCOCCCNCc1cn(-c2ccc(F)cc2F)nc1-c1ccccc1C | -4% | 3.2 | 1.6 | 4.5 | -1% | -3.3% | 0.34 | -0.21 | 0.5 | -0.51 | i | 25 | -3.4 | 963 | -1.6 | 1435 | 0.4%
O=C(CCc1nc(-c2ccccc2)no1)NCc1cccnc1 | 0% | 1.0 | 0.6 | 3.0 | -2% | -2.8% | 0.082 | -0.051 | 0.43 | -0.55 | i | -10 | -2.6 | 1124 | 0.38 | 831 | 5.3%
CC(C)NC(=O)/C=C/C(=O)O | -18% | 3.4 | 1.7 | 4.7 | 5% | 0.0% | -0.35 | -0.29 | -0.11 | 0.25 | i | 2 | -0.2 | 1097 | 0.53 | 1243 | -0.5%
COc1cccc(CNS(=O)(=O)/C=C/c2ccc(OC)c(OC)c2)c1 | 5% | 4.2 | 1.3 | 7.8 | 13% | -0.6% | -0.69 | 0.84 | -0.19 | 0.8 | i | -3 | 0.7 | 1091 | -0.3 | 1331 | 0.4%

2 consecutive records already listed:
SMILES | P. falciparum M17LAP | MT stabilizer | MT stabilizer Hoechst-high % | MT stabilizer cytotoxicity % | P. falciparum M1AAP | CSM14.1 death rescue | Dynein cargo inh | Dynein cargo inh cytoplasmic EGFP | Dynein cargo inh nuclear GR-EGFP | Dynein cargo inh cell count | Autophagy HCS | Autophagy HCS cell loss 18 h | b-catenin transl | b-catenin transl cell count 5 µM | Insulin prom up | Insulin prom up cell count | K1F lysis inhibition
CN1CCN(CC(=O)Nc2cccc([N+](=O)[O-])c2)CC1 | -1% | 1.6 | 0.8 | 1.6 | 8% | 0.9% | -0.79 | -0.24 | -0.29 | 0.62 | i | 11 | 0.1 | 1002 | 0.01 | 1307 | -0.4%
O=C(N1CCOCC1)N1CCN(S(=O)(=O)N2CCCCC2)CC1 | 10% | 3.6 | 2.3 | 7.9 | 4% | · | -0.3 | -0.26 | -0.38 | -0.54 | i | -2 | -1.8 | 1079 | -0.78 | 1296 | 0.1%

Screens as filed in PubChem.
